Growth percent in the NCI-60 one-dose screen (48 h, 10 µM unless noted): 100 = growth as untreated, 0 = no growth, -100 = all killed.
SNB-19: SNB-19 CNS cancer cells; actives 2.5% (n = 81,000)
SW-620: SW-620 colon cancer; actives 5.2% (n = 82,000)
HCT-116: HCT-116 colon cancer. actives 7.3% (n = 82,000). AID 1794798
HCC-2998: HCC-2998 colon cancer; actives 4.7% (n = 79,000)
COLO 205: COLO 205 colon cancer; actives 7.3% (n = 79,000); AID 1794742
KM12: KM12 colon cancer cells; actives 5% (n = 82,000); AID 1794800
HT29: HT29 colon cancer; actives 7.4% (n = 81,000); AID 1794748
SNB-75: SNB-75 CNS cancer. actives 5% (n = 79,000). AID 1794750
HCT-15: HCT-15 colon cancer. actives 5.2% (n = 82,000). AID 1794746
An asterisk follows results filed as active; / = no result given; & = joins results of further samples. How the source made its calls: active means growth percent below 10; inactive means the rest.

cpd	Compound	SNB-19	SW-620	HCT-116	HCC-2998	COLO 205
1	COc1ccc(C(C)=C(c2ccc(OCCN3CCCCCC3)cc2)c2ccc(OCCN3CCCCCC3)cc2)cc1	-52*	-50*	-93*	-79*	-61*
2	O=[N+]([O-])c1ccc(-c2nnc(SCc3ccc(O)c4ncccc34)o2)cc1	22	20	13	28	50
3	CC(=O)c1c(C)c(C)c(C)c(C(C)=O)c1C	105	109	111	104	114
4	CC(C)(C)c1cc(Br)c(O)c(Br)c1	102	105	106	104	124
5	Nc1ccc2c3c(cccc13)C(=O)OC2=O	100	94	92	93	102
6	O=C(O)C1OC1(c1ccccc1Cl)c1ccccc1Cl (centres undefined)	100	105	111	100	110
7	N#CC1(C#N)C2=C(CCCC2)NC(c2c(F)cccc2Cl)C1(C#N)C#N (centres undefined)	69	49	53	98	91
8	COc1ccc(Cl)cc1Cn1ccnc1	99	101	98	100	122
9	O=C(/C=C/c1cccc([N+](=O)[O-])c1)c1ccc(Nc2nc(N3CCCCC3)nc(N3CCCCC3)n2)cc1	100	94	-35*	82	108
10	O=C(O)c1cccnc1Cl	110	112	108	89	113
11	CC1CCCCC1(C)O (centres undefined)	102	102	107	98	102
12	O=[N+]([O-])c1ccc2c(c1)Cc1ccccc1-2	95	96	91	98	116
13	CC(=O)c1ccc2c(c1)Sc1ccccc1N2CCCN1CCN(CCO)CC1	111	99	102	103	102
14	COc1cc(NC(=O)CSc2nnc(-c3ccc(-c4nc5ccc(Cl)cc5[nH]4)cc3)o2)cc(OC)c1OC	49	40	33	69	74
15	COc1ccc(-c2cc(SCCCC(=O)O)cc(-c3ccc(Cl)cc3)c2)cc1	92	100	103	110	107

cpd	KM12	HT29	SNB-75	HCT-15
1	-25*	-50*	-12*	-82*
2	14	47	/	11
3	110	97	91	109
4	102	101	94	102
5	101	92	/	109
6	104	/	93	104
7	73	17	51	67
8	103	97	78	110
9	85	89	101	88
10	105	103	107	105
11	107	106	92	104
12	98	/	89	91
13	101	80	66	94
14	31	51	37	26
15	105	112	102	97

Following part.
cpd	Compound	SNB-19	SW-620	HCT-116	HCC-2998	COLO 205
16	N#CCCC(CCC#N)(CCC#N)C(=O)c1ccccc1	105&103	109&100	93&109	101&102	106&108
17	COc1cc(/C=C/C(=O)c2c(C)nc3ccccc3c2C)ccc1OCCCOc1cc2c(cc1OC)C(=O)N1CCC[C@H]1C=N2	-50*	-68*	-36*	-69*	-86*
18	C#CCOc1ccccc1C(=O)c1cc(-c2ccccc2)c(=O)n(CC#C)c1	90	102	85	95	106
19	COc1ccc(S(=O)(=O)N=N/C=C2\C=CC=CN2O)cc1OC	92	98	90	114	124
20	O=c1occc2c1cnc1ccccc12	107	101	106	96	106
21	Nc1nc(N)nc(NCc2ccccc2)n1	107	112	106	95	119
22	COc1cccc(-n2cc(C#N)c(N)c2C(=O)c2ccc(C)cc2)c1	87	102	87	113	100
23	Cc1ccc(N)cc1CN1C(=O)c2ccccc2C1=O	102	108	93	104	105
24	O=C(CCl)N(O)c1ccc(/C=C/c2ccccc2)cc1	87&90	54&74	52&69	89&76	83&93
25	N#Cc1c(-c2ccc(Br)cc2)nc2n[nH]c(-c3ccc(Br)cc3)c2c1-c1ccc(F)cc1	102	/	95	108	92
26	COc1ccccc1-c1cc(=O)c2c(OC)c3ccoc3c(/C=C/C=O)c2o1	108	109	105	116	111
27	O=[N+]([O-])c1cccc(/C=N/Nc2ncc(-c3cc4cc5c(cc4o3)OCO5)s2)c1	88	91	57	88	109
28	C[N+](C)(C)CCNC(=O)c1ccc(OCc2ccccc2F)cc1	93	102	107	115	122
29	O=C1/C(=C\c2coc3ccccc3c2=O)c2ccccc2N1c1c(Cl)cccc1Cl	63	35	36	53	55
30	COc1cc2[nH]c(O)c(C=O)c2cc1OC	108	103	111	86	109

cpd	KM12	HT29	SNB-75	HCT-15
16	100&90	108&98	91&105	105&110
17	-54*	-72*	-77*	-26*
18	95	103	/	96
19	102	104	84	104
20	/	109	97	101
21	104	101	97	98
22	94	83	107	95
23	111	86	87	101
24	92&102	39&73	96&96	66&78
25	105	88	94	99
26	97	100	80	101
27	60	89	93	86
28	106	111	92	105
29	27	48	63	25
30	110	95	92	100

Additional compounds:
cpd	Compound	SNB-19	SW-620	HCT-116	HCC-2998	COLO 205
31	COc1ccc2nc3cc(Cl)ccc3c(NCCNc3c4ccc(Cl)cc4nc4ccc(OC)cc34)c2c1	-88*	-50*	-83*	-82*	-75*
32	CC(C)CC(=O)OCCc1ccccc1	105	99	83	112	100
33	CC(=O)c1cc2c(cc1C)C(C)(C)C(C)(C)C2(C)C	107	113	92	100	107
34	Cc1ccc2c(c1)C(=O)/C(=C/c1c([N+](=O)[O-])ncn1C)O2	105	98	90	95	111
35	CCOC(=O)c1cc(C(=O)c2cc(OC)cc(OC)c2)n2c1ccc1c3cccnc3ccc12	105	95	76	103	112
36	OCn1nnc2ccccc21	114	105	107	101	116
37	CC(=O)c1ccc(N=C=S)cc1	99	105	108	110	111
38	CN(C)C(C)(C)CC(C)(C)C	105	101	100	109	106
39	CC(C)(C)SC(C)(C)C	95	95	99	112	98
40	NN1c2nc3c(cnn3-c3ccccc3)c(=O)n2NC1c1ccccc1O (centres undefined)	101	88	102	96	109
41	COc1ccc(/C=C(/C(=O)N2CCNCC2)c2cc(OC)c(OC)c(OC)c2)cc1O	38	35	20	78	26
42	O=C(O)/C=C/c1ccc([N+](=O)[O-])cc1	114&102	110&102	95&100	103	110
43	CCC(CCC#N)(CCC#N)C(=O)c1ccc(C)o1	101	97	99	110	118
44	Nc1nc2c(nc(N3CCSCC3)n2[C@@H]2O[C@H](CO)[C@@H](O)[C@H]2O)c(=O)[nH]1	98	103	101	99	112
45	COc1cc2ncnc(-n3ncc4cc(NC(=O)Nc5ccc(Cl)c(Cl)c5)ccc43)c2cc1OC	10	-32*	24	15	/

cpd	KM12	HT29	SNB-75	HCT-15
31	-72*	-66*	-87*	-66*
32	100	88	93	107
33	109	98	93	104
34	100	98	82	85
35	89	80	82	82
36	99	109	92	105
37	103	102	104	105
38	94	119	/	100
39	99	106	80	101
40	96	107	72	98
41	21	88	28	97
42	104&105	112&110	89&94	105&106
43	109	105	95	114
44	100	101	75	99
45	0.5*	-17*	-58*	-36*

Quoted from the listing:
`COc1ccc2nc3cc(Cl)ccc3c(NCCNc3c4ccc(Cl)cc4nc4ccc(OC)cc34)c2c1` in HCT-116 reads -83*
`COc1ccc(/C=C(/C(=O)N2CCNCC2)c2cc(OC)c(OC)c(OC)c2)cc1O` in SW-620 reads 35
`OCn1nnc2ccccc21` in SW-620 reads 105
`CCOC(=O)c1cc(C(=O)c2cc(OC)cc(OC)c2)n2c1ccc1c3cccnc3ccc12` in HCT-15 reads 82
`O=C(O)/C=C/c1ccc([N+](=O)[O-])cc1` in SNB-19 reads 114&102

5 entries from above, sorted by molecular weight, lowest first.
cpd	Compound	SNB-19	SW-620	HCT-116	HCC-2998	COLO 205
36	OCn1nnc2ccccc21	114	105	107	101	116
42	O=C(O)/C=C/c1ccc([N+](=O)[O-])cc1	114&102	110&102	95&100	103	110
33	CC(=O)c1cc2c(cc1C)C(C)(C)C(C)(C)C2(C)C	107	113	92	100	107
44	Nc1nc2c(nc(N3CCSCC3)n2[C@@H]2O[C@H](CO)[C@@H](O)[C@H]2O)c(=O)[nH]1	98	103	101	99	112
31	COc1ccc2nc3cc(Cl)ccc3c(NCCNc3c4ccc(Cl)cc4nc4ccc(OC)cc34)c2c1	-88*	-50*	-83*	-82*	-75*

cpd	KM12	HT29	SNB-75	HCT-15
36	99	109	92	105
42	104&105	112&110	89&94	105&106
33	109	98	93	104
44	100	101	75	99
31	-72*	-66*	-87*	-66*

New compounds follow:
cpd	Compound	SNB-19	SW-620	HCT-116	HCC-2998	COLO 205
46	CCOC(=O)C1(NC(=O)C(C)NC(C)=O)CCCC1 (centres undefined)	113	109	101	105	108
47	COc1ccccc1NC(=S)N/C=C(\C#N)c1nc2ccccc2s1	103	100	88	115	101
48	O=C(OCC(O)C(O)C(O)COC(=O)c1ccccc1)c1ccccc1 (centres undefined)	101	115	107	104	107
49	O=C(NNc1nc2cc(N3CCOCC3)ccc2n2cccc12)c1cnccn1	75	98	69	74	89
50	Nc1nc(N)c2c(n1)NC(c1cccc(Nc3ccnc4cc(C(F)(F)F)ccc34)c1)CC(c1ccccc1)=N2 (centres undefined)	64	32	21	54	30
51	C=CCn1c(C)nc2ccc(Nc3nc(Cl)nc4nc[nH]c34)cc21	96	100	89	96	97
52	O=C(Nc1ncc([N+](=O)[O-])s1)c1cccc([N+](=O)[O-])c1	33	73	34	29	77
53	c1ccc(-c2nnc(Cn3c(COc4cccc5ccccc45)nc4ccccc43)o2)cc1	98	107	90	97	105
54	Oc1ccc(Cc2ccc(Cl)cc2)c(O)c1	105	117	111	102	128
55	O=C1CSC(=S)N1C1CCCCC1	106	102	104	104	126
56	COc1cc([N+](=O)[O-])c(N)cc1Br	108	115	105	102	109
57	COc1ccc(/C=C/c2cc(=O)c3c(C)c(Cl)c(C)cc3o2)cc1OC	80	98	87	98	88
58	FC(F)Oc1ccc(C(Nc2ccc(Br)cc2)c2nnnn2C2CCCCC2)cc1OCC1CC1 (centres undefined)	96	93	67	108	103
59	Cc1c(C(=O)c2ccccc2)oc2c(Br)cc(Br)cc12	97	114	100	108	105
60	CN(CCCNC(=O)CCOCCOCCOCCNC(=O)Cc1ccc2ccc3cccc4ccc1c2c34)CCCNc1cc(-c2ccc3ccccc3c2)nc2ccccc12	-95*	-80*	-98*	-87*	-88*

cpd	KM12	HT29	SNB-75	HCT-15
46	105	103	80	104
47	92	98	93	98
48	114	103	87	119
49	69	79	101	55
50	33	8.5*	48	24
51	95	91	83	95
52	63	51	30	48
53	97	94	81	80
54	117	104	92	100
55	117	102	92	105
56	106	109	98	100
57	96	94	82	98
58	87	90	84	93
59	102	89	88	96
60	-87*	-88*	-96*	-78*

Next compounds.
cpd	Compound	SNB-19	SW-620	HCT-116	HCC-2998	COLO 205
61	O=C(c1ccc(OCCN2CCOCC2)cc1)C1[C@H](c2ccc(Cl)cc2)[C@@H](c2ccccc2)NC12C(=O)Nc1ccc(Cl)cc12 (some centres undefined)	41	42	12	-30*	-20*
62	O=C(CCn1cnc2c(cc(-c3ccccc3)n2-c2ccncc2)c1=O)Nc1ccccc1	109	/	97	98	118
63	COc1ccc(C(=S)N2CCN(c3ccc(Cl)cc3)CC2)cc1OC	89	101	94	96	103
64	COc1cccc(N2CCN(c3ncnc4c3[nH]c3ccc(F)cc34)C[C@@H]2C)c1	-12*	-3.3*	-36*	17	-88*
65	CCC1C=Cc2ccccc21 (centres undefined)	104	94	98	106	107
66	CCCCCCCCCCCCCCCCCCSC1=CC(=O)C(OC)=C(OC)C1=O	92	82	98	/	111
67	O=C(O)c1ccc(F)cc1F	105	101	93	102	109
68	O=C1c2ccccc2C(=O)c2c(NCCN=Cc3c(O)ccc4ccccc34)cccc21	85	79	46	96	85
69	Cn1cc(-c2csc(-c3c[nH]c4ccccc34)n2)c2ccnc(Cl)c21	94	42	59	92	47
70	CC(=O)N(C)c1cc(Cl)ccc1O	114	101	102	98	120
71	CC(=O)OCC(=O)C1CCC=CC1OC(C)=O (centres undefined)	94	111	100	102	110
72	COc1cc(/C=C/C(=O)c2ccc(C(F)(F)F)cc2)ccc1Oc1nc(NCCO)nc(N2CCOCC2)n1	88	-3.8*	-18*	104	108
73	Cc1ccc(S(=O)(=O)N(C)CCN(C)S(=O)(=O)c2ccc(C)cc2)cc1	106	100	104	/	104
74	N#Cc1c(Nc2ccc(Cl)cc2)[nH]n(C2=Nc3ccccc3Sc3ccccc32)c1=O	67	76	54	74	71
75	CCOC(=O)C1=C(N)N(c2ccc(C)cc2)C2=C(C(=O)CC(C)(C)C2)C1c1ccc(OC)cc1 (centres undefined)	101	103	106	103	104

cpd	KM12	HT29	SNB-75	HCT-15
61	16	-75*	/	16
62	105	103	108	111
63	104	97	79	95
64	-71*	5.7*	-59*	19
65	104	100	85	100
66	94	107	95	99
67	105	106	85	106
68	89	88	84	77
69	59	28	78	-8.9*
70	107	102	94	101
71	100	107	81	103
72	62	96	91	70
73	100	113	90	93
74	56	67	61	52
75	101	111	87	98

2 records drawn at random from the list so far, as already listed:
cpd	Compound	SNB-19	SW-620	HCT-116	HCC-2998	COLO 205
29	O=C1/C(=C\c2coc3ccccc3c2=O)c2ccccc2N1c1c(Cl)cccc1Cl	63	35	36	53	55
35	CCOC(=O)c1cc(C(=O)c2cc(OC)cc(OC)c2)n2c1ccc1c3cccnc3ccc12	105	95	76	103	112

cpd	KM12	HT29	SNB-75	HCT-15
29	27	48	63	25
35	89	80	82	82
